APJ antag = antagonists of human apelin receptor APJ, primary screen, CHO-K1 cells, beta-arrestin complementation, luminescence; P35414; inhibition, % at 20 µM; 330,000 compounds, 0.32% hits; AID 2521, 2010;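 active = inhibition above about 40% at 20 µM, limit read from the data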;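 also: cells challenged with 10 nM apelin-13 agonist together with compound; plate controls were apelin-13 plus DMSO wells for no effect and DMSO wells lacking apelin-13 for full effect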
Target sequence (P35414 whole entry, looked up): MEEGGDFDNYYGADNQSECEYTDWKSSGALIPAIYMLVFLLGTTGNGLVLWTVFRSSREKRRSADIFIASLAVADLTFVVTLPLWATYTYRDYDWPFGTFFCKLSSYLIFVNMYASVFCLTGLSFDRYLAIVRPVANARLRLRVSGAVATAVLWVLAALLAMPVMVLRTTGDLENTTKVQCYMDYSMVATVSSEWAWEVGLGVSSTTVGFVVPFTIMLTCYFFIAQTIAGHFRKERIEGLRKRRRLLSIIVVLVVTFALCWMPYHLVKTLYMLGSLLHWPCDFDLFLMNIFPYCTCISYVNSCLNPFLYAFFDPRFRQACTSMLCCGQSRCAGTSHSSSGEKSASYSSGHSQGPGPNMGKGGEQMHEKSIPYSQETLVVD
NR3A LBD binder = binders of NR3A ligand-binding domain, primary screen, biophysical, differential scanning fluorimetry, uHTS. 340,000 compounds, 2.5% hits. Tm shift relative to glycine control, % at 25 µM. NR3A LBD differential scanning fluorimetry, Tm shift; 0% = protein alone, 100% = glycine-bound protein. Glutamate receptor ionotropic, NMDA 3A (GRIN3A) ligand-binding domain. AID 1259313, 2017;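 active = melting temperature shift of at least 10% of the positive control shift, at one fixed dose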
tim23-1 inh = growth inhibitors of tim23-1 mutant yeast, primary screen, luminescence, uHTS | 330,000 compounds, 1.3% hits | inhibition, % at 20 µM | S. cerevisiae tim23-1 growth, BacTiter-Glo luminescence, 24 h;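 active = growth inhibition of the mutant yeast at or above 50%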;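 also: temperature-sensitive mutant grown at 25 °C; plate controls were DMSO-treated mutant yeast for no effect and medium wells lacking yeast for full effect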
TIM10 inh = growth inhibitors of isogenic TIM10 control yeast, primary screen, counter-screen for tim10-1 yeast inhibitor project, luminescence, uHTS; AID 463195, 2010; S. cerevisiae TIM10 strain growth, BacTiter-Glo luminescence, 24 h; inhibition, % at 10 µM; 330,000 compounds, 1.4% hits;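 active = inhibition of 40% or more at the single tested concentration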;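 also: wild-type TIM10 isogenic control strain grown at permissive 25 °C; 0% = DMSO yeast wells and 100% = minimal medium wells without yeast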
NALP3 yeast inh = NALP3 inflammasome inhibitors in reconstituted yeast, primary screen, luminescence, uHTS; Yeast reconstituted NLRP3/ASC/caspase-1, beta-gal luminescence, 24 h; inhibition, % at 10 µM; 330,000 compounds, 0.39% hits; AID 2825, 2010;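 active = inhibition of 50% or more; inactive = inhibition below 50%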;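 also: plate controls were induced DMSO wells for no effect and uninduced yeast grown without galactose for full effect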
APJ ag = agonists of human apelin receptor APJ, primary screen, CHO-K1 cells, PathHunter beta-arrestin, luminescence; activation, % at 20 µM; 330,000 compounds, 0.11% hits; 0% DMSO wells, 100% apelin; AID 2520, 2010;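 active = activation more than six SD over the plate average, tested at 20 µM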;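 also: 0% = DMSO alone and 100% = apelin-13 at 10 nM; some results filed as inactive read as strong as hits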
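system = engineered CHO-K1 APJ arrestin reporter cells | input = 1000 cells per well | timing = overnight seeding, 90 min compound at 25 °C, 1 h detection | measured by = enzyme-fragment complementation luminescence | read-out = beta-arrestin recruitment to APJ as agonist activity, luminescent signal | control set = negative DMSO alone, positive Apelin-13 at 10 nM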
MPTP inh = mitochondrial permeability transition pore inhibitors, primary screen, biochemical, isolated mouse mitochondria, absorbance. Ca2+ swelling absorbance, 30 min. inhibition, % at 10 µM. 360,000 compounds, 1.4% hits;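 active = inhibition of 50% or more, scaled per plate between neutral and stimulator controls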;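 also: 0% = DMSO wells given calcium and 100% = 1 mM EGTA wells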
tim10-1 inh = growth inhibitors of tim10-1 mutant yeast, primary screen, luminescence, uHTS; 330,000 compounds, 2.2% hits; AID 463190, 2010; S. cerevisiae tim10-1 ts strain growth, BacTiter-Glo, 24 h; inhibition, % at 20 µM;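 active = inhibition of at least 40%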;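 also: mutant grown at 25 °C; 0% = DMSO wells with yeast and 100% = wells holding no yeast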
beta cell repl = inducers of MIN6 beta-cell proliferation, primary screen, ATP luminescence, uHTS; MIN6 cells proliferation, ATPlite luminescence, 48 h; cells starved in 0.2% serum; 100% = growth in 10% serum; proliferation, % at 10 µM; 330,000 compounds, 0.29% hits; AID 2380, 2010;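 active = compounds whose signal lies at least 3.5 SD above the mean of all wells on their plate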;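 also: 0% = DMSO-treated cells in low-serum medium and 100% = 10% serum control; some compounds called inactive have numbers as strong as hits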
* marks the source's active call; other numbers are inactive results; . = not tested or not shown.

SMILES	APJ antag	NR3A LBD binder	tim23-1 inh	TIM10 inh	NALP3 yeast inh	APJ ag	MPTP inh	tim10-1 inh	beta cell repl
O=C(O)c1cccc(S(=O)(=O)Nc2ccc3c(c2)CCC3)c1	11	0	-4	1	5	-3	-1.4	1	-1
O=C1/C(=C/c2ccccn2)SC(=S)N1CCc1ccccc1	14	0	8	13	11	0	6.0	-4	-2
Cc1ccsc1CNC12CC3CC(CC(C3)C1)C2	19	0	-14	11	0	-6	3.8	10	2
COC(=O)Cc1csc(Nc2ccc(F)c(Cl)c2)n1	-16	-3	43	22	3	-1	0.5	26	-3
Cc1nc2cc(NCc3ccccc3O)ccc2n1Cc1ccccc1	-2	1	30	21	5	-6	0.7	8	2
CC(=O)Nc1ccc(SCC(=O)NCCc2ccc(F)cc2)cc1	-16	1	10	5	12	0	-1.5	15	0
Cc1cc(C)c(C2C(C#N)=C(N)Oc3n[nH]c(C)c32)cc1CN1CCCC1 (centres undefined)	20	-25	-1	3	10	2	0.5	-9	-1
CC(=O)c1ccc(NC(=O)CNCC(c2ccccc2)N(C)C)cc1 (centres undefined)	2	1	19	-6	7	0	4.8	-4	-2
Cc1nn(-c2ccccc2)c(C)c1C1C(C#N)=C(N)Oc2n[nH]c(C)c21 (centres undefined)	-2	0	2	15	-11	-3	0.3	8	-1
Cc1c(O)ccc(/C=N/Nc2ncccc2[N+](=O)[O-])c1O	10	3	18	-2	14	2	3.5	25	-3
COC(=O)Cn1cc(/C=C/c2cc[n+](C)cc2)c2ccccc21	-13	0	3	3	16	1	-0.4	5	-2
COc1ccc(OC)c(/C=C/C(=O)OCC(=O)N2C(C)CCCC2C)c1 (centres undefined)	11	6	31	1	13	1	0.2	21	-3
O=S(=O)(Nc1ncccn1)c1ccc(NC(=S)Nc2ccc(Cl)cc2)cc1	6	4	5	19	18	-5	98*	16	-4
O=C(c1nc2ccc(Cl)cn2c1CNCCc1cnccn1)N1CCCCCCC1	10	2	-3	6	6	-2	-0.2	9	-2
CCC(C(=O)OCC(=O)N1C(C)CCCC1C)c1ccccc1 (centres undefined)	-2	-4	2	-7	-1	-3	-0.3	21	1
CCOC(=O)CSc1c(-c2cccs2)[nH]c2ccccc12	-24	2	55*	49*	8	2	-0.3	31	0
CCCCc1ccc(NC(=O)CC(C)C)cc1	19	-2	25	-8	29	1	8.4	13	-2
O=C(Cn1cc2c(n1)CCCC2)NC1CCCCCC1	-39	-1	-3	10	24	-2	-1.2	9	-3
CC12CCC(C(=O)Nc3ccccc3Cl)(C(Br)C1=O)C2(C)C (centres undefined)	1	2	16	-20	36	1	1.6	22	0
Cc1ccccc1NC(=O)C(C)n1c2ccccc2c2nc(=O)cc(C)n21 (centres undefined)	7	0	2	-4	-7	-3	0.9	14	2
CN(CC(=O)N1CCCCC1)S(=O)(=O)c1cccc2nsnc12	3	0	4	-3	2	-3	0.6	-5	1
COc1cc(NC(=O)CN(C)S(=O)(=O)c2ccc(C)cc2)cc(OC)c1	-18	-2	13	11	7	-7	0.1	16	-2
Cc1cc([N+](=O)[O-])ccc1NC(=O)COc1nsnc1N1CCOCC1	-12	2	10	11	16	3	-1.8	15	0
Nn1c(SCC(=O)Nc2ccc3c(c2)OCCO3)nnc1-c1ccncc1	-2	17*	2	-5	15	-4	0.4	-18	-5
Cc1c(NC(=O)CN2CCN(C(c3ccccc3)c3ccccc3)CC2)c(=O)n(-c2ccccc2)n1C	25	2	12	12	6	-1	-1.7	15	-2
O=C(Cn1c(NCCCCl)nc2ccccc21)c1ccccc1	13	1	10	-7	13	-6	1.3	10	-2
CCOc1ccc(N(C)S(=O)(=O)c2ccc3[nH]cc(C(=O)NCC4CCCO4)c(=O)c3c2)cc1 (centres undefined)	5	-3	14	11	6	2	-0.5	5	-1
CCc1ccccc1NC(=O)CCN1C(=O)C2C3CCC(C3)C2C1=O (centres undefined)	-15	2	4	-1	18	-2	1.6	-1	-1
Cc1cc(C(=O)Nn2c(C3CCCCC3)nc3ccccc3c2=O)ccc1[N+](=O)[O-]	-1	3	14	11	11	-2	53*	12	-3
CCOc1ncccc1C(=O)Nc1ccc2c(C)cc(=O)oc2c1	-3	-1	-10	-21	14	-2	0.0	14	8.1*
Cc1noc(C)c1S(=O)(=O)N1CCCC1C(=O)NC(C)(C)C (centres undefined)	6	1	-5	-7	11	2	-1.0	-22	1
O=C(O)COCC(=O)NCc1csc2ccc(Cl)cc12	15	1	6	-3	0	-7	1.4	-4	-3
O=C1Nc2ccccc2N(O)N1c1ccc(Cl)c(Cl)c1	4	0	-1	14	4	-3	-1.0	0	1
COc1ccc(NC(=O)c2cc(S(=O)(=O)N(C)C)ccc2N2CCCC2)cc1Cl	0	0	26	5	19	5	0.8	22	1
O=C(COc1ccccc1[N+](=O)[O-])Nc1ccc(NC(=O)c2cc3ccccc3o2)cc1	0	12*	-17	-18	11	-2	1.7	-67	-6
O=C(O)COc1cccc2ccccc12	-3	-1	-14	7	11	-3	-1.5	10	-1
Cc1cc(C(=O)COC(=O)c2ccc(O)cc2)c(C)n1CC1CCCO1 (centres undefined)	23	2	11	13	15	-5	0.4	13	-2
Cc1ccc(Cn2ccc(NC(=O)c3nc4ncccn4n3)n2)cc1	6	-2	10	-4	9	-3	-2.2	5	-3
O=C1Cc2ccccc2C(=O)N1c1cccc(Cl)c1	-35	-2	42	5	11	-2	-0.8	23	0
O=C(N/N=C/c1c(O)ccc2ccccc12)Nc1ccccc1	0	39*	10	14	11	1	.	-3	-3

An excerpt taken from the entries so far, as a working copy:
SMILES	APJ antag	NR3A LBD binder	tim23-1 inh	TIM10 inh	NALP3 yeast inh	APJ ag	MPTP inh	tim10-1 inh	beta cell repl
COc1ccc(NC(=O)c2cc(S(=O)(=O)N(C)C)ccc2N2CCCC2)cc1Cl	0	0	26	5	19	5	0.8	22	1
O=C(COc1ccccc1[N+](=O)[O-])Nc1ccc(NC(=O)c2cc3ccccc3o2)cc1	0	12*	-17	-18	11	-2	1.7	-67	-6

Remaining list, next part.
SMILES	APJ antag	NR3A LBD binder	tim23-1 inh	TIM10 inh	NALP3 yeast inh	APJ ag	MPTP inh	tim10-1 inh	beta cell repl
COc1cc(CNc2ccc3[nH]c(=O)[nH]c3c2)ccc1OCc1c(F)cccc1Cl	-18	-2	2	14	5	-2	-0.3	-7	-1
Cc1ccc(C(=O)N/C(=C\c2cn(C)c3ccccc23)C(=O)NCCCn2ccnc2)cc1	17	0	2	-2	13	-3	-1.0	5	-1
O=S(=O)(NCCN1CCN(S(=O)(=O)c2ccccc2F)CC1)c1ccccc1F	12	0	19	-6	0	-3	-0.4	7	3
COc1cc(C(=O)Nc2cccc(S(=O)(=O)NCc3ccco3)c2)cc(OC)c1OC	9	1	9	2	11	-3	0.7	4	-4
Cn1c(=O)c(=O)n(C)c2cc(S(=O)(=O)CCC(=O)Nc3ccc(F)cc3)ccc21	-2	-1	-15	-1	19	-2	0.0	0	1
CN(CC(=O)Nc1ccccc1Cl)C(=O)C1CCN(S(=O)(=O)c2ccc3c(c2)OCCO3)CC1	-33	2	16	15	5	-4	-1.8	9	-4
Cc1ccc(/C=N/NC(=O)CN2C(=O)CSc3ccccc32)o1	4	3	7	15	15	0	8.0	12	0
O=C(NCc1cccnc1)c1ccc(CS(=O)(=O)Cc2ccc(Cl)cc2)o1	20	-1	-5	5	4	-2	-2.6	-5	-2
O=C(c1ccc2ccccc2c1)N1CCCCC1	14	-2	4	8	10	0	-1.1	-7	0
COc1ccc(C(=O)OC(C)C(=O)NC(C)CCc2ccccc2)c(OC)c1 (centres undefined)	-11	-3	22	-19	28	-4	0.2	-4	-2
CCC(CO)NC1=C([N+](=O)[O-])C(=O)CC(C)(C)C1 (centres undefined)	-4	-1	-3	-2	5	-2	0.2	-10	-1
c1ccc(-c2nnc(CSc3nnc(-c4cccs4)o3)o2)cc1	8	1	14	-6	29	-3	0.2	24	-2
O=C(NC1CCS(=O)(=O)C1)Oc1ccc(Cl)cc1 (centres undefined)	5	0	11	4	8	-1	-0.2	15	0
CCC(=O)N1CCCc2ccccc21	5	1	-3	-11	0	1	1.6	11	0
Cc1cccnc1NC(=O)COc1ccc2oc3c(c2c1)CCCC3	11	0	-9	15	13	-2	-1.1	22	0
CSc1ccc(S(=O)(=O)Nc2ccc(N3CCOCC3)c(Cl)c2)cc1	-11	-22	43	1	15	0	12	6	0
CNc1nc(SC)nc(N2CCOCC2)n1	11	-3	-2	13	4	-5	-0.4	10	0
Cc1cc(C)cc(NC(=O)Cc2ccc(NC3=NC4CS(=O)(=O)CC4S3)cc2)c1 (centres undefined)	12	-2	1	-1	-5	-2	-0.3	-9	-1
CCOC(=O)c1c(NC(=O)CCCN2CCOCC2)sc2c1CC(C)(C)OC2	0	1	1	4	18	0	0.5	20	0
Cc1cc(C(=O)Nc2cccnc2)no1	-17	-2	25	2	1	-1	0.1	-2	-1

Part of the list above, showing only tim23-1 inh:
mol | tim23-1 inh
CCOC(=O)c1c(NC(=O)CCCN2CCOCC2)sc2c1CC(C)(C)OC2 | 1
O=C(NC1CCS(=O)(=O)C1)Oc1ccc(Cl)cc1 (centres undefined) | 11

New compounds follow:
SMILES	APJ antag	NR3A LBD binder	tim23-1 inh	TIM10 inh	NALP3 yeast inh	APJ ag	MPTP inh	tim10-1 inh	beta cell repl
COc1ccc(NC(=O)Cn2c(=O)n(CC3CCCO3)c(=O)c3cc(OC)c(OC)cc32)c(OC)c1 (centres undefined)	-6	0	-15	5	3	-2	-1.3	-15	3
COc1ccc(/C(O)=C2/C(=O)C(=O)N(c3ccccn3)C2c2ccc(C(C)C)cc2)cc1 (centres undefined)	18	4	16	16	8	0	5.9	17	-4
COc1ccc(/C(C)=N/NC(=O)c2ccccc2N)cc1	-6	-2	14	17	7	-1	-3.8	2	1
COC(=O)Nc1nnc(-c2ccco2)s1	-21	-1	9	-10	15	6	0.7	4	0
COc1cc(OC)c(C(=O)OCC(=O)NCC2CCCCC2)cc1OC	7	5	0	9	-4	1	-0.7	9	2
O=C(CCc1ccccc1)NNC(=O)Cc1ccccc1	-2	-2	18	-6	4	0	-0.5	-5	-3
O=C(O)c1ccc(COc2ccccc2/C=C2\NC(=O)N(Cc3ccccc3)C2=O)cc1	-2	-1	-6	6	12	-2	-0.8	6	2
CCS(=O)(=O)NCCCCc1ccccc1	-1	-2	4	-13	10	-3	1.8	14	-4
Cc1ccc2[nH]c(=O)c(CN(Cc3ccc4c(c3)OCO4)Cc3nnnn3C3CCCC3)cc2c1	10	1	12	9	-1	1	0.2	20	-4
Cn1c(-c2ccccc2O)cc2ccccc21	1	-10	39	25	12	-1	-1.4	48*	4
COc1cc(SC)ccc1C(=O)NCCOc1ccc(Cl)cc1	13	-9	16	4	32	-4	-1.1	12	0
Cc1ccccc1-c1ccc(CN2CCN(C)C(CCO)C2)cc1 (centres undefined)	8	0	-3	-2	12	1	0.8	9	0
COc1cc(NC(=O)CSc2nc3c(c(=O)[nH]2)CCCC3)cc(OC)c1OC	22	1	-4	-8	16	-5	0.7	-2	-1
CN1CCN(C(=O)NCC23CC4CC(CC(C4)C2)C3)CC1	2	-1	0	-5	31	-3	-0.5	-4	-1

Screening data as filed in PubChem BioAssay.
